High-throughput results deposited in PubChem BioAssay by NCI.
Growth percent in the NCI-60 one-dose screen (48 h, 10 µM unless noted): 100 = growth as untreated, 0 = no growth, -100 = all killed.
RPMI-8226 = RPMI-8226 leukemia cells | hit rate 7.5% among 77,000
MDA-MB-468 = MDA-MB-468 breast cancer. hit rate 8.5% among 78,000. AID 2202374
K-562 = K-562 leukemia; hit rate 7.4% among 78,000
MDA-MB-231 = MDA-MB-231 breast cancer | hit rate 5% among 81,000 | AID 1794789
SR = SR leukemia cells; hit rate 8.7% among 73,000; AID 1794780
MOLT-4 = MOLT-4 leukemia cells; hit rate 6.9% among 80,000; AID 1794779
MDA-MB-435 = MDA-MB-435 melanoma; hit rate 7.8% among 82,000; AID 1794794
MCF7 = MCF7 breast cancer. hit rate 6.3% among 82,000. AID 1794796
Starred values were filed as active, the others as inactive; . = no result given; & = joins results of further samples. Rule for the calls: active = growth percent below 10; inactive = the rest.

Values run as follows: K-562	MOLT-4	MDA-MB-468	SR	MCF7	RPMI-8226	MDA-MB-231	MDA-MB-435
CC(C)CC(NC(=O)CF)C(=O)O (stereo not drawn)
 : 123	104	102	100	90	91	107	108
CN(CCCOCC(=O)NCCCC(O)(P(=O)(O)O)P(=O)(O)O)C(=O)Oc1ccc2c(c1)OCC(c1ccc(F)cc1)C2=O (stereo not drawn)
 : 101	99	115	.	96	113	101	101
C[C@]12C/C(=C/N3CCCCC3)CC[C@@H]1CC[C@@H]1[C@@H]2CC[C@@]2(C)[C@H]1CC[C@]2(C)O
 : 116	102	114	79	96	104	110	101
CC1=C(C)C(=O)C(C)=C(C)C1=O
 : 121	120	113	125	98	106	105	115
c1ccc(OP2OCCO2)cc1
 : 107	96	102	79	103	103	104	103
COC(=O)[C@@H](C)C[C@H](Cc1ccccc1)NC(=O)c1csc(CC[C@H](C(C)C)N(C)C(=O)[C@@H](NC(=O)[C@H]2CCCCN2C)C(C)C)n1
 : 6.9*	14	8.5*	16	20	20	14	-49*
CC1CN1P(=O)(c1ccccc1)N1CC1C (stereo not drawn)
 : 118	108	.	103	99	115	123	101
[N-]=[N+]=NC(=O)c1cc(=O)[nH]c(=O)[nH]1
 : 101	108	94	104	99	97	102	98
O=[N+]([O-])c1cc(Cl)ccc1Cl
 : 103&91	89&95	107&98	111&90	89&83	102&101	110&117	114&101
Cc1ccc(NC(=O)Oc2ccccc2)cc1S(=O)(=O)F
 : 104	87	94	.	98	104	101	.
Cc1ccc2nc(Sc3cnc(N)s3)n(-c3ccccc3)c(=O)c2c1
 : .	101	.	62	93	96	82	97
CCCCCCCCCCOc1ccc(C(=O)Oc2ccc(CS[P@@](=O)(OC[C@H]3O[C@@H](n4cnc5c(N)ncnc54)CC3O)OC3[C@@H](CO)O[C@@H](n4ccc(=O)[nH]c4=O)[C@H]3OC)cc2)cc1 (stereo partly drawn)
 : 53	68	93	64	51	55	114	73
CC(=O)C(c1ccccc1)c1ccccc1
 : 92	90	95	85	98	99	.	97
Nc1ncnc2[se]c3c(c12)CCCCC3
 : 115	98	102	105	93	120	93	108
Cn1cc(-c2csc(-c3cn(CCN4CCOCC4)c4ccc(Br)cc34)n2)c2cccnc21
 : 33	48	42	67	28	50	64	89
CNC(=O)O/N=C(\SC)C(=O)N(C)C
 : 89	87	116	72	103	86	110	116
CN1C(=O)N[C@H]2[C@@H]3NC(=O)c4ccc(Br)n4[C@@H]3C[C@]21O
 : -2.4*	-10.0*	-51*	.	-5.0*	-23*	-28*	-31*
CCOP(=O)(OCC)C(O)c1ccccc1 (stereo not drawn)
 : 99	101	119	106	101	104	117	106
COC1=CC(=O)O[C@@H](/C=C/c2ccccc2)C1
 : 70	97	105	.	103	113	113	113
C[N+]12C(=O)CC3OCC=C4C[N+]5(C)CCC6(c7ccccc71)C2C3C4CC65O (stereo not drawn)
 : 95	91	107	87	104	98	107	107
OC(c1c(Cl)cccc1Cl)C1CCCCN1 (stereo not drawn)
 : 102	107	96	116	96	100	98	105
O=S(=O)(c1ccc(Cl)cc1)c1ccc(Cl)cc1
 : 98&96	84&102	94&94	92&116	97&99	97	101&98	114&100
CC1CN1P(=O)(N1CC2CCC(CC2)C1)N1CC1C (stereo not drawn)
 : 86	94	120	76	93	.	113	101
CCC(C)(O)C#N (stereo not drawn)
 : 104	99	112	86	101	106	108	102
CC(=O)O[C@H]1C(=O)[C@@]2(C)[C@H]([C@H](OC(=O)c3ccccc3)[C@]3(O)C[C@H](OC(=O)[C@H](OC(=O)OC[C@H]4COC(C)(C)O4)[C@@H](NC(=O)c4ccccc4)c4ccccc4)C(C)=C1C3(C)C)[C@]1(OC(C)=O)CO[C@@H]1C[C@@H]2O
 : 12	12	-16*	18	9.6*	6.3*	-4.6*	-74*
Cc1cc(NC(=O)Oc2ccccc2)ccc1S(=O)(=O)F
 : 102	94	112	75	94	91	106	99
COc1cc(C(=O)N2CC[C@@H](O)[C@@H](N)C2)cc2nc(-c3cc4ccccc4n3CC3CC3)n(C)c12
 : 74	65	52	62	85	85	91	94
CC(C)CCC[C@@H](C)C1CCC2C3CCC4=C/C(=N/OC(=O)c5ccc(N(CCCl)CCCl)cc5)CC[C@]4(C)C3CC[C@@]21C (stereo partly drawn)
 : 92	100	107	90	95	99	106	100
CC[C@H](C)[C@H](NC(=O)[C@H]1CCCCN1C)C(=O)N(C)[C@H](CCc1nc(C(=O)N[C@@H](Cc2ccccc2)C[C@H](C)C(=O)O)cs1)C(C)C
 : 6.6*	20	36	19	14	25	11	-38*
CC(C)CCC1(CCO)C(=O)NC(=S)NC1=O
 : 120	113	108	114	109	.	104	104

3 entries from above, as labelled records:
CN1C(=O)N[C@H]2[C@@H]3NC(=O)c4ccc(Br)n4[C@@H]3C[C@]21O
- K-562: -2.4*
- MOLT-4: -10.0*
- MDA-MB-468: -51*
- SR: .
- MCF7: -5.0*
- RPMI-8226: -23*
- MDA-MB-231: -28*
- MDA-MB-435: -31*
CCOP(=O)(OCC)C(O)c1ccccc1 (stereo not drawn)
- K-562: 99
- MOLT-4: 101
- MDA-MB-468: 119
- SR: 106
- MCF7: 101
- RPMI-8226: 104
- MDA-MB-231: 117
- MDA-MB-435: 106
COC1=CC(=O)O[C@@H](/C=C/c2ccccc2)C1
- K-562: 70
- MOLT-4: 97
- MDA-MB-468: 105
- SR: .
- MCF7: 103
- RPMI-8226: 113
- MDA-MB-231: 113
- MDA-MB-435: 113

Next part
Values run as follows: K-562	MOLT-4	MDA-MB-468	SR	MCF7	RPMI-8226	MDA-MB-231	MDA-MB-435
C/C(=N/N=C(N)N)c1ccc(O)cc1
 : 104	110	102	78	100	110	103	99
C=CCOC(=S)SSC(Cl)(Cl)Cl
 : 97	96	110	77	100	99	110	109
CNC(C)Cc1ccccc1 (stereo not drawn) (tested in a mixture with another compound)
 : 89	91	91	108	97	90	120	104
COc1ccc2c(c1)c(-c1nc(-c3cn(C)c4ncccc34)cs1)cn2CCN1CCOCC1
 : 9.8*	34	46	39	13	13	57	73
COc1ccc(N)cc1OC
 : 129	112	109	.	102	104	87	103
Nc1ccncc1
 : 109&97	106&101	116&106	92&103	96	105&103	113&115	111&103
Cc1cc(NC(=O)NCc2ccc(N3C(N)=NC(N)=NC3(C)C)cc2)ccc1S(=O)(=O)F
 : .	42	63	5.0*	23	.	59	33
O=[N+]([O-])c1ccccc1N1CCNCC1
 : 92	103	113	88	105	118	114	103
Cc1cc(N)ccc1S(=O)(=O)F
 : 86	95	127	90	100	103	119	102
C[C@]12CCc3nc(Nc4cccc(C(=O)O)c4)sc3C1=CC[C@@H]1[C@@H]2CC[C@]2(C)C(=O)CC[C@@H]12
 : 87	93	113	87	85	82	100	104
O=C(O)/C=C\c1ccc2c(c1)OCO2
 : 98	118	124	.	108	117	114	122
C=CCN(CC=C)N=O
 : 112	103	123	107	99	100	116	111
CCC(=O)C(CCN(C)C)(c1ccccc1)c1ccccn1 (stereo not drawn)
 : 100	93	112	104	101	.	99	100
FC(F)(F)c1cccc(NC2=NCCS2)c1
 : 79	93	98	103	96	94	104	105
Nc1c(Cl)c(Cl)nc(C(=O)O)c1Cl
 : 84	70	107	.	95	123	106	106
ClCCN(CCCl)CCN1c2ccccc2Sc2ccccc21
 : 82	72	88	43	75	68	103	105
COP(=O)(OC)N1CCCCC1
 : 94	90	101	94	95	103	105	104
CC(C)(C1CCC(O)CC1)C1CCC(O)CC1 (stereo not drawn)
 : 96&135	103&146	100	99&144	106&105	113&130	109&91	107&114
Cc1ccc(Nc2[nH]c(=S)nc3[se]c4c(c23)CCCCC4)cc1
 : 94	95	96	90	85	104	92	102
CC(O)CN(CCO)CC(C)O (stereo not drawn)
 : 94	105	94	80	96	106	99	99
C[C@]12CCC(=O)C=C1C=CC1C2CC[C@@]2(C)C1CC[C@@]2(O)CCC(=O)O (stereo partly drawn)
 : 93	100	102	91	99	106	106	94
FC(F)(F)c1cccc(CCl)c1
 : 83	95	95	94	96	118	89	104
CCOP(=O)(CC(N)=O)OCC
 : 107	101	86	95	93	107	96	108
CCOC(=O)C1(CC)CCOC1=O (stereo not drawn)
 : 108	87	92	123	93	93	110	99
[N-]=[N+]=NC(C(=O)O)c1ccccc1 (stereo not drawn)
 : 94	87	126	84	88	.	110	100
COc1cccc2c1c(C(=O)C(=O)Nc1ccsc1C(=O)O)cn2Cc1ccc(F)cc1
 : 72	83	100	.	107	97	101	106
COc1cc(CNC(=O)CN2CCCC2=O)ccc1O
 : 118	95	82	105	96	93	86	101
O=C1C[C@@H]2OCC=C3C[N+]4([O-])CC[C@]56c7ccccc7N1[C@H]5[C@H]2[C@H]3C[C@@H]64 (stereo partly drawn)
 : 106&86	67&88	87&105	107&76	104&102	108&89	106&123	105&100
CC(C)CCC[C@@H](C)[C@H]1CC[C@H]2[C@@H]3CC=C4C[C@@H](OC(=O)Cc5ccc(N(CCCl)CCCl)cc5)CC[C@]4(C)[C@H]3CC[C@]12C
 : 90	100	107	101	99	108	101	113
CCCNC(=O)CC(C)(C)C(=O)N[C@H]1N=C(c2ccccc2)c2ccccc2N(C)C1=O
 : 107	95	98	102	97	110	104	106

Sorted by SMILES length (low to high): part of the list above.
Values run as follows: K-562	MOLT-4	MDA-MB-468	SR	MCF7	RPMI-8226	MDA-MB-231	MDA-MB-435
c1ccc(OP2OCCO2)cc1
 : 107	96	102	79	103	103	104	103
CCOP(=O)(CC(N)=O)OCC
 : 107	101	86	95	93	107	96	108
FC(F)(F)c1cccc(CCl)c1
 : 83	95	95	94	96	118	89	104
Cc1cc(N)ccc1S(=O)(=O)F
 : 86	95	127	90	100	103	119	102
COc1cc(C(=O)N2CC[C@@H](O)[C@@H](N)C2)cc2nc(-c3cc4ccccc4n3CC3CC3)n(C)c12
 : 74	65	52	62	85	85	91	94

(more compounds)
Values run as follows: K-562	MOLT-4	MDA-MB-468	SR	MCF7	RPMI-8226	MDA-MB-231	MDA-MB-435
C=C(C)[C@@]12OC3(/C=C/C=C/CCCCC)O[C@@H]1[C@@H]1[C@@H]4O[C@]4(CO)[C@@H](O)[C@]4(O)C(=O)C(C)=C[C@H]4[C@@]1(O3)[C@H](C)[C@H]2OC(=O)c1ccccc1
 : 25	31	56	67	39	66	52	41
COC(=O)[C@@]1(C)c2ccccc2C(=O)N2CCc3cc(OC)c(OC)cc3[C@H]21
 : 86	82	90	86	90	62	96	102
COc1cccc2c1c(C(=O)C(=O)Nc1cc(C)no1)cn2Cc1ccc(F)cc1
 : 13	33	48	.	27	21	78	-34*
CN(C)C(=O)Oc1ccc(Cl)cc1[N+](=O)[O-]
 : 109&90	99&94	84&119	84&93	100&109	100&109	106&85	101&112
COc1cc(C(=O)O)cc(OC)c1OC
 : 113	106	101	104	99	106	113	114
Cn1cc(-c2csc(-c3cn(CCN4CCOCC4)c4ccccc34)n2)c2cccnc21
 : 45	30	63	64	31	30	70	65
Clc1cccc(NCOOC2(OOCNc3cccc(Cl)c3)CCCCC2)c1
 : -41*	72	.	-41*	65	53	82	79
ClCCN(CCCl)c1ccc(/C=C\c2ccnc3ccccc23)cc1
 : 61	70	46	48	62	.	92	76
CC1Cc2cc3c(cc2CN1C)OCO3 (stereo not drawn)
 : 101	105	117	97	100	49	98	96
COC(=O)C[C@](O)(CCC(C)C)C(=O)O[C@@H]1C(OC)=C[C@]23CCCN2CCc2cc4c(cc2[C@H]13)OCO4
 : 1.6*	-8.0*	-84*	.	-19*	-30*	.	-84*
N#CC(C#N)=Cc1ccc(O)cc1
 : 111	112	113	103	93	101	.	101
[Cl][Hg][n]1c(-c2ccco2)nc2ccccc21
 : 79	88	94	64	75	93	100	96
CCC(=O)OC1CCn2c1nc1c2C(=O)C(C)=C(N2CC2)C1=O (stereo not drawn)
 : 9.1*	70	44	1.5*	-16*	2.9*	72	-84*
CCOP(=S)(N/N=C1\CC2CCC1C2)OCC (stereo not drawn)
 : 99	92	99	90	96	92	111	94
CC12CCC3C(CC=C4CC(O)CCC43C)C1C/C(=C\N1CCCC1)C2=O (stereo not drawn)
 : 90	102	99	.	95	46	106	107
Cc1ccc(C(Cc2ccccc2)NCCO)cc1 (stereo not drawn)
 : 104	88	97	105	93	92	103	99
Cc1cc[c-]cc1.Fc1c[c-]c(-c2ccccn2)c(F)c1.[Pt+2].c1ccc([PH+](c2ccccc2)c2ccccn2)cc1
 : 24	26	51	42	39	16	68	39
CCOc1cccc(C(Cc2ccccc2)NC)c1 (stereo not drawn)
 : 144	117	83	118	91	108	85	94
O=c1c2ccccc2[nH]c(=S)n1-c1cccc(Cl)c1
 : 103	115	104	115	99	104	106	104
CN(C)CCC(=O)c1ccccc1
 : 115	118	96	93	87	93	103	110
C/C(CCN1CC1)=N\NC(=O)Nc1cccc2ccccc12
 : 100&97	102&97	86&97	93&117	62&50	97&88	113&96	96&106
CC1([N+](=O)[O-])COP(=O)(Nc2cccc(Br)c2)OC1 (stereo not drawn)
 : 110	81	104	83	98	.	117	106
C=CCC(N)Cc1ccccc1 (stereo not drawn)
 : 107	96	107	96	106	104	111	116

These rows are one share of the data, so the mix of outcomes need not match the whole.
